CCHF vOTU inh: CCHFV vOTU protease inhibition; Pep-AMC fluorescence; inhibition, % at 11.5 µM; 370,000 compounds, 0.55% hits; also: 0% = vehicle wells with enzyme and 100% = no enzyme wells
PrPC TRFRET: cell surface PrPC inhibition, primary TR-FRET screen. AID 720596. 370,000 compounds, 0.43% hits. TR-FRET read-out. inhibition, % at 13.8 µM. P04156; in the data active = inhibition above about 24%; also: 0% = median of the test wells and 100% = reference compound wells
FadD28 FP inh: blocks FadD28 binding to the bisubstrate probe; AID 588549; inhibition, % at 12.5 µM; 360,000 compounds, 0.22% hits; fluorescence polarization; in the data active = inhibition above about 8.5%, passing the limit was not always enough; inconclusive = no clear call, values can overlap the other calls
Mtb UGM inh: blocks M. tuberculosis UGM enzyme; purified UGM, fluorescence polarization probe displacement; inhibition, % at 10 µM; 320,000 compounds, 0.06% hits; AID 504406; in the data active = inhibition above about 10%, passing the limit was not always enough; inconclusive = no clear call, values can overlap the other calls
Target sequence (P9WIQ1 whole entry, looked up): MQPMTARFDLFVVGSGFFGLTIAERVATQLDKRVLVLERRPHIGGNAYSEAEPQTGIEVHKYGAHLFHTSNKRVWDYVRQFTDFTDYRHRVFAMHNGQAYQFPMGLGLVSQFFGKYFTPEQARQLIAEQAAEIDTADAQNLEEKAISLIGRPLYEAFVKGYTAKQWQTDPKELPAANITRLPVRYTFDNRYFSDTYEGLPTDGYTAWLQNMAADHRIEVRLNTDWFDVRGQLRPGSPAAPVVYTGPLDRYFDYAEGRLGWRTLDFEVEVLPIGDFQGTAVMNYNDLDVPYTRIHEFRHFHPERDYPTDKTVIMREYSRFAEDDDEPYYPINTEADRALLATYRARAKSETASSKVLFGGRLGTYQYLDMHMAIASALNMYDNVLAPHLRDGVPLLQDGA
BoNT-A LC inh2: BoNT A light chain protease inhibition; multiplex microsphere protease substrate cleavage, flow cytometry; inhibition, % at 10 µM; 360,000 compounds, 0.17% hits; AID 588499; in the data active = inhibition above about 30%; inconclusive = no clear call, values can overlap the other calls; also: plate controls were buffer without enzyme for full effect and enzyme alone for no effect
Mtb FBA inh: inhibits M. tuberculosis FBA enzyme; P9WQA3; purified M. tuberculosis FBA, fluorescence read-out; inhibition, % at 1 µM; 360,000 compounds, 2.3% hits; AID 588726; in the data active = inhibition above about 27%;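 also: 0% = vehicle and 100% = reference inhibitor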
Target sequence (P9WQA3 whole entry, looked up): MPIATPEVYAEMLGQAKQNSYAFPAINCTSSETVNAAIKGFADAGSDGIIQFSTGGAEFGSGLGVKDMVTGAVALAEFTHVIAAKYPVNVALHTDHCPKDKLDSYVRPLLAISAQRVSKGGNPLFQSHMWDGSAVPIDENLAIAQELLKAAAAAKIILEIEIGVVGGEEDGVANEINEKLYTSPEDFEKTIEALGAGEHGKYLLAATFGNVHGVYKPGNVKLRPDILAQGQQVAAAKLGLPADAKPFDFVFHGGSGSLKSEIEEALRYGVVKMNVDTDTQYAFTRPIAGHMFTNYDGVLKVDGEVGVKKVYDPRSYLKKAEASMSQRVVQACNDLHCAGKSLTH
Mtb BioA inh: inhibitors of Mycobacterium tuberculosis BioA enzyme. purified M. tuberculosis BioA enzyme, plate reader. inhibition, % at 9.99 µM. 360,000 compounds, 0.096% hits; in the data active = inhibition above about 40%; inconclusive = no clear call, values can overlap the other calls
GDH-TPI counter: GDH-TPI coupled enzyme inhibition counter-screen; GDH-TPI coupled enzyme counterscreen, NADH absorbance; inhibition, % at 4.8 µM; 360,000 compounds, 1.2% hits;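 also: 0% = DMSO wells and 100% = wells lacking the enzyme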
BoNT-F LC inh: inhibitors of Botulinum neurotoxin F light chain protease; AID 588497; 360,000 compounds, 0.22% hits; inhibition, % at 10 µM; Multiplex microsphere protease cleavage assay, flow cytometry; in the data active = inhibition above about 35%, passing the limit was not always enough; inconclusive = no clear call, values can overlap the other calls; also: plate controls were buffer without enzyme for full effect and enzyme alone for no effect
Active calls of the source: *; ? = inconclusive; · = not tested or not shown; & = joins results of further samples. Rule as the data show it, unless noted: active = inhibition above about 30%; inactive = the rest.

SMILES	CCHF vOTU inh	PrPC TRFRET	FadD28 FP inh	Mtb UGM inh	BoNT-A LC inh2	Mtb FBA inh	Mtb BioA inh	GDH-TPI counter	BoNT-F LC inh
CC/C(=N\NC(=O)c1ccncc1)C12CC3CC(CC(C3)C1)C2	4	1	0.4	-0.4	0.6	-1	-1.5	3	9
O=C(c1cc2nc(C3CC3)cc(C(F)F)n2n1)N1CCOCC1	-2	-2	-3.0	-2.6	-0.2	1	1.5	9	-17
CC(C)CC(=O)N1CCN(Cc2ccccc2[N+](=O)[O-])CC1	3	-8	-3.2	-1.5	-1.1	-2	·	5	-2
Cn1ccnc1C1CCCCN1Cc1nc(-c2ccc3c(c2)OCO3)no1 (configuration not stated)	-10	2	1.0	1.1	-0.2	0	·	1	1
O=[N+]([O-])c1ccc(-c2csc(N3CCCCCC3)n2)cc1	-13	3	-3.1	0.3	2.1	-1	0.6	-2	-2
CC1(C)CC2CC(C)(CN2C(=S)Nc2ccccc2)C1 (configuration not stated)	12	-6	-5.6	1.4	-0.4	0	·	-8	0
CCNC(=O)c1ccc(-n2nc(C(F)(F)F)c3c2CCCC3)cc1	-11	-7	-2.1	2.3	-0.6	-2	0.0	1	-8
CN(CC(=O)N1CCCCCC1)S(=O)(=O)c1ccc(F)cc1	2	5	-1.4	-0.8	0.6	-1	·	-5	2
COc1ccc(-c2ccc3sc4ccccc4c(=O)c3c2)cn1	7	-3	-0.3	3.3	2.2	3	-4.0	0	10
O=C(CNC(=O)C1CCCCC1)OCC(=O)c1ccc(Cl)s1	5	10	-0.8	-1.7	0.6	-5	-0.9	2	0
O=C1OC(Sc2ccccc2)(c2ccccc2)c2ccccc21 (configuration not stated)	-10	-1	-1.1	·	-0.8	-1	0.4	2	1
O=C(Nc1ccc(-c2cn3c(n2)SCC3)cc1)c1ccc2ccccc2n1	-2	-3	-3.3	1.7	-0.6	0	·	16	-2
O=[N+]([O-])c1ccccc1S(=O)(=O)N1CCCC(C(F)(F)F)C1 (configuration not stated)	0	-12	-1.4	-0.7	·	41*	0.2	19	·
COc1ccc(S(=O)(=O)CCC(=O)N2CCN(c3ccccc3F)CC2)cc1	0	-10	-1.6	0.9	-0.2	-2	·	4	2
Cn1cc(/C=C(\NC(=O)c2ccccc2Cl)C(=O)N2CCOCC2)c2ccccc21	13	-6	-0.1	-1.6	-4.7	-1	-0.2	27	-14
Cc1cccc(C)c1NC(=O)COc1cccc(/C=N/NC(=O)C(=O)NCc2ccccc2)c1	1	-7	-5.4	-2.5	0.0	-4	-1.4	-2	1
Cc1cccc(N2C(=O)CC(Cn3nc(C)cc3C)C2=O)c1 (configuration not stated)	-5	8	-1.2	-0.3	4.3	-1	-1.0	9	?
O=C(N/N=C/c1ccc2c(c1)OCO2)c1cc(-c2ccccc2)nc2ccccc12	6	4	-1.6	-0.9	0.2	1	·	16	0
COc1ccc(NC(=O)c2cnc(SCC(=O)NCCc3ccccc3)n(C)c2=O)cc1	1	9	-1.0	-0.8	-3.1	-1	0.2	7	-8
O=C(O)c1nn(-c2ccc(F)cc2)ccc1=O	5	6	-0.4	-0.5	-0.8	1	-1.8	0	-11
O=C(CSc1nc2ccc(Nc3nc(N4CCOCC4)nc(N4CCOCC4)n3)cc2s1)NCc1ccco1	9	12	-0.5	0.9	-0.5	1	-0.8	6	-5
Cc1nn(Cc2ccccc2)c(C)c1C(=O)NCc1ccccc1	-16	-2	0.6	0.7	-0.4	1	0.1	21	-5
CCNC(=O)c1sc(-c2ccccc2)nc1C	-1	-14	-4.2	2.8	?	-6	2.1	-5	-4
Cc1cc2c(OCC(O)CN3CCCC3)cccc2[nH]1 (configuration not stated)	2	-4	1.6	3.0	-0.8	0	-1.1	-4	-3
C[C@H](CO)N1C[C@H](C)[C@@H](CN(C)S(=O)(=O)c2ccc(F)cc2)Oc2c(NC(=O)NC3CCCCC3)cccc2C1=O	0	4	-0.2	0.7	-0.7	0	4.6&-2.7	2	0

Following part.
SMILES	CCHF vOTU inh	PrPC TRFRET	FadD28 FP inh	Mtb UGM inh	BoNT-A LC inh2	Mtb FBA inh	Mtb BioA inh	GDH-TPI counter	BoNT-F LC inh
COc1ccnc(-n2cccc2C=O)c1C#N	·	·	0.3	-1.6	1.4	-1	·	8	6
COc1ccc(OC)c(NC(=O)C2=C(C)Nc3ncnn3C2c2cccs2)c1 (configuration not stated)	3	2	-4.5	-0.2	0.1	2	1.0	1	7
CCOc1ccc(CCN2C(=S)N([C@@H](CC(C)C)CN3CCCC3CN3C(=S)NC[C@@H]3CC(C)C)C[C@@H]2Cc2ccccc2)cc1 (some centres not stated)	13	12	-4.6	·	-0.2	0	0.7	2	-6
CC1CCN(N=Nc2nc3c([nH]2)c(=O)n(C)c(=O)n3C)CC1	28	0	-1.6	·	-0.3	-2	0.3	31*	-9
Cc1ccc(C(=O)NNC(=O)c2ccc3ncccc3c2)cc1	-27	-14	-0.3	·	-0.6	3	·	0	1
CCC(=O)c1ccc2c(c1)OCCO2	-14	0	-1.2	1.6	-3.2	-2	·	-2	?
Cc1ccc(NC(=O)CN(C)C(=O)c2ccc(Br)o2)cc1	-2	14	-2.0	-0.8	2.1	1	1.5	-1	-19
Cc1noc(C)c1S(=O)(=O)N(CC(=O)N1CCCC1)c1ccc(C(C)C)cc1	-2	5	1.8	2.0	0.3	5	-3.5	7	0
O=C(Nc1ccc(F)c(Cl)c1)c1cc(C2CCCN(S(=O)(=O)c3ccccc3)C2)on1 (configuration not stated)	11	16	0.8	·	0.5	-2	-3.9	1	0
CCCCn1c(SCc2nc3ccccc3s2)nc2ccccc2c1=O	1	4	-1.6	-1.5	0.3	-3	-0.6	-1	-3
CCNC(=O)C/C(C)=N/NC(=O)C1CCCCC1	6	7	-0.1	3.7	-0.8	2	·	4	-4
CCOc1c(N2CCOCC2)c(=O)c1=O	2	-8	-3.1	1.2	0.0	2	-2.1	1	-6
COc1ccc(C2N(c3ccc4c(c3)OCCO4)C(=O)C2(F)F)cc1OC (configuration not stated)	-12	-5	-3.3	-0.5	0.0	3	·	0	-5
O=C(NCc1ccco1)c1ccc2[nH]c(=O)c(=O)[nH]c2c1	-4	3	-2.8	0.9	-1.0	19	-0.2	15	1
CC1(C)CC(NC(=O)CC2CCCCC2)CC(C)(C)N1	18	-5	-1.0	0.9	-0.9	-1	-1.2	12	-3
O=C1CC(c2ccccc2)CC(O)=C1C=NCCCN1CCOCC1 (configuration not stated)	-6	5	-2.7	1.5	0.9	-1	0.2	4	1
CCOC(=O)c1cc(NC(=O)c2cccnc2)cc(C(=O)OCC)c1	-13	-4	-1.9	-4.3	-4.1	-1	·	1	-5
COc1cc(/C=N/NC2=NC(C)(C)Cc3ccccc32)cc(OC)c1OC	-2	-5	-1.5	3.2	0.7	5	·	6	0
O=C(CN1CCCC1)NCC12CC3CC(CC(C3)C1)C2	6	13	-0.3	2.8	-4.2	2	·	14	-6
O=C(c1cc2c(s1)CCCC2)n1cccn1	·	·	-1.2	2.1	-0.5	1	0.4	10	4
Cc1ccc(-n2nnnc2CNC(=O)C2CC(=O)N(c3ccc(F)cc3)C2)cc1C (configuration not stated)	-10	1	-3.7	0.9	-1.1	-4	0.9	6	5
COC(=O)COc1ccc(S(=O)(=O)NCc2ccco2)cc1Cl	5	3	-2.8	-1.5	-0.7	-1	1.8	-3	-7
CSCCC(NC(=O)c1ccc([N+](=O)[O-])cc1Cl)C(=O)OCC(=O)NCC(F)(F)F (configuration not stated)	16	-18	-3.5	-1.7	-0.3	0	-1.6	10	4
CCN(CC)C(=O)c1ccc(-c2cccs2)s1	-9	1	1.1	2.0	1.4	8	·	18	-4
CCCCNC(=S)NNC(=O)CCn1nc(C)c(Br)c1C	0	1	-3.8	1.8	-1.0	4	7.5	12	-8

The closing 2 entries of the section before open the next one.
SMILES	CCHF vOTU inh	PrPC TRFRET	FadD28 FP inh	Mtb UGM inh	BoNT-A LC inh2	Mtb FBA inh	Mtb BioA inh	GDH-TPI counter	BoNT-F LC inh
CCN(CC)C(=O)c1ccc(-c2cccs2)s1	-9	1	1.1	2.0	1.4	8	·	18	-4
CCCCNC(=S)NNC(=O)CCn1nc(C)c(Br)c1C	0	1	-3.8	1.8	-1.0	4	7.5	12	-8
CCc1nc2ccc(C(=O)Nc3cccc(OCC(=O)N(C)C)c3)cn2c1N(C)Cc1ccc(OC)cc1	8	4	-2.1	·	-0.2	3	0.0	10	-3
COc1ccc(-c2nc(=S)c3c(n2CCN2CCOCC2)CC(C)(C)OC3)cc1	11	17	-1.1	0.8	-0.1	-1	1.9	38*	2
CCOC(=O)C1=C(SCC)c2cc3c(n2C1=O)CCCC3	22	-8	-3.0	-2.5	2.5	-2	1.0	15	-27
O=C(NCc1ccc2c(c1)OCO2)C(c1ccco1)N(C(=O)c1csnn1)c1ccccc1 (configuration not stated)	5	-2	-5.0	3.6	-0.7	0	-0.5	-1	-7
CCCc1nc(SCC(=O)NNC(=O)c2ccc(OC)cc2)c2ccccc2n1	-4	93*	-3.1	0.9	-0.2	0	·	-4	0
CN1C(=O)c2ccc(NC(=O)C3CCCCC3)cc2C1=O	-48	-7	-0.2	1.6	-0.3	33*	0.0	4	-12
CCOc1cc(C(=O)CSc2nnc(CNc3ccc(Cl)cc3)o2)ccc1NC(=O)CC	-20	9	-2.2	-0.3	-2.9	0	0.4	20	-21
Cc1ccc(CCNC(=O)c2nn(C)c3c2CS(=O)(=O)c2ccccc2-3)cc1	7	-9	-2.2	-1.1	-0.1	3	0.1	3	0
CC[C@@H](C)[C@@H](C(=O)N1CCN(C(=O)OC(C)(C)C)CC1)n1cc(CCCCNC(=O)OC(C)(C)C)nn1	4	8	-3.2	2.2	1.0	0	1.9	4	-2
COc1cc2ccccc2cc1C(=O)OCC(=O)N(CC(C)C)c1c(N)n(Cc2ccccc2)c(=O)[nH]c1=O	-8	-9	6.1	-0.6	-14	24	-3.1	11	-19
Cc1[nH]c2ccccc2c1/C=N/NC(=O)Nc1ccccc1	-1	0	-4.5	4.3	0.0	-2	·	3	-9
Cc1ccc(S(=O)(=O)CC(=O)c2ccccc2[N+](=O)[O-])cc1	-5	7	-2.5	2.7	0.6	-1	-2.3	11	19
CC(=O)Cc1nsc(NC(=O)c2cc(-c3ccc(Cl)c(Cl)c3)oc2C)n1	-7	3	0.7	1.1	-3.2	3	-0.7	11	-4
CN(C)Cc1cc(C(C)(C)C)cc(N2CCOCC2)c1O	-8	3	·	·	-0.5	-1	0.7	4	-7
O=S(=O)(c1cccs1)N1CN(Cc2ccc(Cl)cc2)c2nc3ccccc3nc21	4	0	-0.2	3.3	0.6	8	-0.9	18	6
CC(C)(C)Cc1nc2ccccc2n1CCc1ccccc1	7	13	-2.5	0.6	-0.7	0	3.1	-4	-9
CC1Cc2ccccc2N1S(=O)(=O)c1cccc(C(=O)OCC(=O)N2CCOCC2)c1 (configuration not stated)	-5	4	-0.2	1.0	-0.3	-1	-0.9	5	-21
CCN(CC(=O)Nc1ccc(NC(C)=O)cc1)C(=O)c1ccc(NC2CC2)c([N+](=O)[O-])c1	0	-27	-3.0	1.0	0.7	-9	0.8	-4	-3
Cc1c(C(=O)OCC(C)(C)CN(C)C)oc2ccccc12	-10	-11	-2.3	1.9	-2.9	0	-1.6	-6	-41
CC(=O)N1CCC(N2CCN(c3ccccc3F)CC2)CC1	-17	-2	0.5	-3.4	-0.6	-2	-1.4	3	-12
N/C(=N\OC(=O)CC1CCCCC1)c1cccnc1	0	-1	-0.7	-2.7	0.0	0	1.7	-3	-4
COc1ccc(C(CCN2CCCC2)c2c(OC)cc(OC)c3c(-c4ccccc4)cc(=O)oc23)cc1 (configuration not stated)	4	-13	-3.9	-2.2	0.3	3	16	13	-13
CCCNC(=S)N1CCC(NC(=O)c2ccc(C)cc2)CC1	-3	5	0.2	0.9	0.3	0	-1.2	-2	-10

Compound activity as filed in PubChem.
